# Cycloheximide cs: affects cycloheximide protein synthesis inhibition readout, counter-screen; cell reporter, cycloheximide protein synthesis inhibition counterscreen; max response, %; actives 12% (n = 300,000); AID 2314; in the data active = max response mostly above about 13%, no sharp cut-off; inactive = mostly below about 14%; also: read at 38.3 µM for the half of the compounds with a filed dose; 0% is about no effect
# Tb PYK inh: T. brucei pyruvate kinase inhibition; TbPYK enzyme, Kinase-Glo Plus ATP luminescence, 45 min; Potency, µM (titrated, usually from 76.8 µM), for the others: top-dose activity, negative = inhibition, most hits filed as inhibitors; actives 0.12% (n = 410,000); also: potency is read from the fitted curve at half-maximal effect; % is scaled to controls: 0 for no effect and ±100 for the full control effect; nearly all actives have a fitted effect of over 50% in size
#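 Luminescence from Kinase-Glo Plus, added after a 45-minute room-temperature reaction, served as the end-point read-out. The enzyme and substrate were preincubated with compound before ADP (130 uM final) initiated turnover. Concentration-effect curves came from normalized qHTS data.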
# AmpC no deterg: inhibitors of E. coli AmpC beta-lactamase without detergent; P00811; AmpC nitrocefin hydrolysis, absorbance 480 nm, 0.0001% Triton; Potency, µM (highest dose often 57.1 µM), without a hit: at the top dose activity change, negative = inhibition, actives largely listed as inhibitors; actives 0.52% (n = 330,000); AID 485341;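 also: potency is read from the fitted curve at half-maximal effect; plate controls were no compound for no effect and no enzyme for full effect; nearly all actives have a fitted effect of over 20% in size; some results filed as inactive show a strong effect at the top dose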
# Target sequence (P00811 whole entry, looked up): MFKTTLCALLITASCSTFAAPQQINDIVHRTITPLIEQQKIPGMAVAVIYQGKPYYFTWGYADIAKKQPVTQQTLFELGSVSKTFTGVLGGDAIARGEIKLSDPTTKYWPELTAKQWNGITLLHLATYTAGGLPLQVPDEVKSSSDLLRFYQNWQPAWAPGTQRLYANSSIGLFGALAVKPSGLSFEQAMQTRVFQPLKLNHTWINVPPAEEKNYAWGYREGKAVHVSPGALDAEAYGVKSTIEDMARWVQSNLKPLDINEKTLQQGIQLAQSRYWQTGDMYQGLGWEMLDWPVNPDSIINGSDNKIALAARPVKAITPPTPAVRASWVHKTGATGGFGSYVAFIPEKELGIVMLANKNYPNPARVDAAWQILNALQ
#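 20 mM phosphate pH 7.0 + 0.01% (detergent screen) or 0.0001% Triton X-100; 5.3 nM AmpC reagent; cpd preinc 15 min RT; nitrocefin (800 uM stock) to start; A480 q20 s × 4 min; Activity was normalised to no-enzyme and no-compound control wells.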
# Pf growth 48h: inhibits P. falciparum growth in the first generation, 48 h; P. falciparum luciferase growth in erythrocytes, 48 h; Potency, µM (top dose mostly 28.7 µM), without a hit: at the top dose activity change, negative = inhibition, hits mostly inhibitors; actives 5.9% (n = 310,000); AID 504832; also: potency is read from the fitted curve at half-maximal effect; % is scaled to controls: 0 for no effect and ±100 for the full control effect
#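 Firefly luciferase activity from engineered P. falciparum reports growth; inhibitors lower the luminescent signal. Cultures contained 2% hematocrit erythrocytes at 0.1% final parasitemia.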
# Pf growth 96h: P. falciparum growth inhibition at 96 hour, primary screen for plastid delayed-death inhibitors. P. falciparum luciferase reporter growth, 96 h. Potency, µM (doses to about 28.7 µM), for inactives: at the highest dose activity change, negative = inhibition, usual class: inhibitors. actives 6.9% (n = 320,000); also: potency is read from the fitted curve at half-maximal effect; % is scaled to controls: 0 for no effect and ±100 for the full control effect
#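 Two-generation exposure (96 h) targets delayed-death phenotype. Reporter parasites carrying integrated firefly luciferase, in red cells at 2% hematocrit and 0.05% parasitemia final, kept at 37 C, 5% CO2; luminescence loss indicates inhibition.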
# Shiga toxin inh: blocks Shiga toxin action in Vero cells. actives 9.2% (n = 290,000). AID 2315. inhibition, % at 38.7 µM. Vero cells, Shiga toxin protein synthesis inhibition reporter; in the data active = inhibition mostly above about 28%, no sharp cut-off; inactive = mostly below about 43%; also: 0% is about no effect
# LmPK inhibitor: inhibitors of Leishmania mexicana pyruvate kinase. Q27686. purified LmPK, Kinase-Glo ATP luminescence, 1 h. Potency, µM (doses to about 57.5 µM), without a hit: at the top dose activity change, negative = inhibition, hits mostly inhibitors. actives 0.37% (n = 290,000); also: potency is read from the fitted curve at half-maximal effect; % is scaled to controls: 0 for no effect and ±100 for the full control effect
# Target sequence (Q27686 whole entry, looked up): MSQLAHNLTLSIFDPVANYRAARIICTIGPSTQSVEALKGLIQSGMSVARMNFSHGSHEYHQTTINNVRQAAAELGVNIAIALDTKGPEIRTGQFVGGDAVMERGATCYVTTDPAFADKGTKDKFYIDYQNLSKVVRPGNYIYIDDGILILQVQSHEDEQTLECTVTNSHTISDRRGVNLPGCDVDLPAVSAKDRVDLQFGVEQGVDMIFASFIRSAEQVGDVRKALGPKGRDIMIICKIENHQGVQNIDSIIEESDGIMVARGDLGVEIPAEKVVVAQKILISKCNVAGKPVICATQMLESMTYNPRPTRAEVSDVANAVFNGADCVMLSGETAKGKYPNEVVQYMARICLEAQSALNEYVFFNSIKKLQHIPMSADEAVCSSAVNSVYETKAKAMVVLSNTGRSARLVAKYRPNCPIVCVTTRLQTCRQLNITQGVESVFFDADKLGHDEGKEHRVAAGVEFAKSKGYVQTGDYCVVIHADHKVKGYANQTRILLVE
#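 Purified LmPK (0.1 nM) converted ADP (0.1 mM) to ATP with PEP (0.5 mM) in imidazole buffer pH 7.2 with KCl and MgCl2, 1 h at room temperature. ATP was read by Kinase-Glo luminescence; data normalized to uninhibited and no-enzyme controls.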
# * hit, by the source's call; ? = inconclusive; . = no result given; & = joins results of further samples; [ ] = dose if it differs, or a comment. Unless noted, calls follow the shape of the dose curve; as a rule, active = well fitted curve in the direction sought with a large enough effect; inconclusive = small, poorly fitted or top-dose-only effect, or another doubt; inactive = no such curve, though single readings can be large; an effect the other way counts as inactive or inconclusive.
molecule | Cycloheximide cs | Tb PYK inh | AmpC no deterg | Pf growth 48h | Pf growth 96h | Shiga toxin inh | LmPK inhibitor
Cc1cc(Cl)ccc1NC(=O)CSc1n[nH]c(N)n1 | . | -7% | -12% | -1% | 26% | . | .
CCN1CCN(CCCNC(=O)CCC(=O)N2CCOc3ccc(Cl)cc32)CC1 | -1 | 9% | -14% | 3% | ? | -2 | -6%
CC(=O)Nc1ccc(S(=O)(=O)N2CCN(c3nc(C)cc(C)n3)CC2)cc1 | -3 | -13% | 45% | ? | ? | -11 | -5%
Cc1cccc(NC(=O)C(C)N2CC=C(c3ccccc3)CC2)c1 (stereo not given) | 11 | 6% | -3% | 4% | 44%[activator] | 1 | 1%
C=CCn1c(SCCC#N)nnc1-c1ccncc1 | 11 | 0% | -21% | 20% | 32%[activator] | 12 | 4%
c1ccc(N2CCN(c3cnccn3)CC2)nc1 | -7 | 0% | -9% | 29% | 31%[activator] | -11 | 0%
Cc1ccc2[nH]c(-c3ccccc3)c(CN3CCN(C)CC3)c(=O)c2c1 | 1 | 1% | -9% | . | ? | -20 | -4%
COc1ccc(C2SCC(=O)N2c2c(C)n(C)n(-c3ccccc3)c2=O)c(OC)c1 (stereo not given) | -4 | 1% | -14% | 9% | ? | -7 | -3%
Cc1n[nH]c(C)c1CCC(=O)N/N=C/C=C/c1ccccc1 | -3 | 2% | -21% | -11% | 31%[activator] | -12 | 1%
C/C(=N\Nc1ccc(C(F)(F)F)cn1)c1ccncc1 | 24* | 0% | -1% | -1% | 27% | 101* | 1%
CC(C)NC(=O)c1ccccc1-c1ccccc1 | -3 | 10% | -17% | . | -22% | 2 | 3%
COc1ccc(-n2c(=O)[nH]c3cc(C(=O)NCCc4ccccc4)ccc3c2=O)cc1OC | 7 | -5%&-6% | -11% | ? | 10% | -7 | 0%
CC(NC(=O)CNC(=O)c1ccccc1F)c1ccc(-n2ccnc2)cc1 (stereo not given) | . | 1% | -10% | -11% | 25% | . | .
CC(C)CNC(=O)c1cccc(C(=O)NCC(C)C)c1 | 3 | -15% | -9% | 20% | . | 21 | -8%
CCC(C)NC(=O)COC(=O)c1cc([N+](=O)[O-])ccc1Sc1nc(C)cs1 (stereo not given) | -6 | 5% | 2% | . | ? | -21 | 6%

# Further records
molecule | Cycloheximide cs | Tb PYK inh | AmpC no deterg | Pf growth 48h | Pf growth 96h | Shiga toxin inh | LmPK inhibitor
Cc1ccc([N+](=O)[O-])cc1NC(=O)C(C)NS(=O)(=O)c1ccc(F)cc1 (stereo not given) | 9 | -2% | -19% | -17% | 14% | -17 | 1%
Nc1c(C(=O)N2CCOCC2)sc2nc3c(cc12)CCC3 | 26* | 2% | -20% | 179% | 46%[activator] | 68* | 16µM*
O=C(N/N=C/c1cc([N+](=O)[O-])cc([N+](=O)[O-])c1O)C(O)(c1ccccc1)c1ccccc1 | . | -3% | -8% | -24% | ? | . | .
Cc1noc(C)c1S(=O)(=O)N1CCC(C(=O)NCCCN2CC(C)CC(C)C2)CC1 (stereo not given) | 2 | 3% | -20% | 3% | ? | 11 | 0%
Cc1cccc(/C(N)=N/OC(=O)c2ccco2)c1 | 26* | -15% | -19% | . | ? | 72* | 16µM*
Cc1cccc(C(=O)N2CCCC(Nc3ccc(C(C)C)cc3)C2)n1 (stereo not given) | 18 | 9% | 57% | 18% | 25% | 20 | 5%
CN1CCN(C(=O)c2cc(COc3c(F)cccc3F)on2)CC1c1ccccc1 (stereo not given) | -2 | -9% | 174%[activator] | -1% | 4.1µM* | 3 | -14%
S=C(NCc1ccccn1)Nc1ccc(Cl)cc1 | 13 | -13% | -28% | ? | ? | 19 | -3%
O=C(CSc1ncnc2nc[nH]c12)c1ccc2ccccc2c1 | 33* | 2% | -21% | 22% | 5.2µM* | 42* | 1%
COc1ccc2c(c1)CC[C@@H]1[C@@H]2CC[C@]2(C)[C@@H](C(C)=O)C[C@@H]12 | . | -3% | -10% | 19% | 37%[activator] | . | .
CCC1Oc2ccccc2N(CC(=O)Nc2ccc(OC)cc2OC)C1=O (stereo not given) | 17 | 1% | -12% | 4% | ? | 32 | -5%
NNC(=S)NC1CCS(=O)(=O)C1 (stereo not given) | 1 | -3% | -12% | 17% | ? | -1 | 3%
Cc1ccc(S(=O)(=O)N2CCN(c3ccccc3)CC2)cc1C(=O)NC1CCCCC1 | 2 | 7% | 55% | -18% | ? | -24 | -7%
COc1ccccc1CCNC(=O)CSc1nnc2ccc(-c3ccncc3)nn12 | -3 | 1% | 14% | 5% | ? | -5 | 8%
COc1ccc(-c2csc(NC(=O)c3ccc(S(C)(=O)=O)cc3)n2)cc1 | 33* | 1% | 1% | -2% | 47%[activator] | 72* | 1%

# Quoted from the listing:
# `CC(C)CNC(=O)c1cccc(C(=O)NCC(C)C)c1` | Cycloheximide cs: 3
# `Cc1ccc([N+](=O)[O-])cc1NC(=O)C(C)NS(=O)(=O)c1ccc(F)cc1` (stereo not given) | LmPK inhibitor: 1%

# Remaining list, next part
molecule | Cycloheximide cs | Tb PYK inh | AmpC no deterg | Pf growth 48h | Pf growth 96h | Shiga toxin inh | LmPK inhibitor
CCn1nc(C(=O)OCC(=O)Nc2nc(-c3ccc(OC)cc3)cs2)c2ccccc2c1=O | 46* | -3% | 3% | 178%[activator] | 246%[activator] | 50* | -1%
Cc1ccccc1-c1noc(CNC(=O)COc2ccccc2)n1 | 3 | -6% | -19% | 8% | ? | -6 | 1%
CS(=O)(=O)N(Cc1ccc(Cl)cc1)c1ccc(C(=O)Nc2cccnc2)cc1 | -4 | 1% | 47% | ? | 10% | -8 | 3%
Cc1cccc(NC(=O)Cn2nnc(C(=O)NCc3ccco3)c2N)c1 | -1 | 2%&-10% | -15% | 11% | ? | 2 | -3%
O=C(CSc1ncn[nH]1)c1cccc([N+](=O)[O-])c1 | 5 | -11% | -48% | 11% | ? | 18 | -5%
Cc1ccc(CNC(=O)c2cc(C3CC3)nc3c2cnn3C(C)C)cc1 | . | 4% | -24% | 13µM* | ? | . | .
Cc1ccnc(NC(=O)c2cc(F)c(F)cc2Cl)n1 | 0 | 3% | -14% | 48%[activator] | 22% | -4 | 2%
CCCCCc1cc(=O)oc2c(C(CCN3CCCCC3)c3ccc4c(c3)OCO4)c(OC)cc(OC)c12 (stereo not given) | -6 | 5% | 142%[activator] | 10µM* | 4.7µM* | -7 | 4%
COc1cc2nc3occc3c(OC)c2cc1OC | -2 | 3% | -1% | 29% | 15% | -17 | 1%
CC1(C)Cc2c(sc3nc4n(-c5ccccc5)cnn4c(=O)c23)CO1 | -2 | 0% | -16% | ? | 5% | -6 | 3%
C#CCSc1nnc(CSc2nc3ccccc3s2)n1-c1ccccc1 | 11 | -11% | -14% | -17% | . | -15 | 3%
COc1ccc(Cl)cc1C(=O)NCC(C)C | -1 | 0% | -1% | -28% | -14% | -1 | 5%
Cn1ncc(Br)c1C(=O)NC1C2CC3CC(C2)CC1C3 (stereo not given) | 17 | -4% | 15% | -23% | 0% | 10 | -6%
N#CCCN(C(=O)COC(=O)c1ccc2c(c1)NC(=O)CS2)c1ccc2c(c1)OCCO2 | -6 | 2% | 0% | . | -13% | -45 | 1%
CCCC(C)NC(=O)CSc1nc(-c2ccccc2)cn1N (stereo not given) | 8 | 0% | -13% | -8% | 0% | -21 | -4%

# New compounds follow
molecule | Cycloheximide cs | Tb PYK inh | AmpC no deterg | Pf growth 48h | Pf growth 96h | Shiga toxin inh | LmPK inhibitor
COc1ccc(-c2noc(CN(Cc3nccn3C)C(C)C)n2)cc1 | 9 | -2% | 43% | -12% | ? | 28 | 1%
Cc1ccc(S(=O)(=O)Nc2cccc(C(=O)NCCCN3CCOCC3)c2)cc1F | . | 2% | -15% | -5% | -10% | . | .
CCCCNC(=O)CS(=O)Cc1nc(-c2cccc(C)c2)oc1C (stereo not given) | -2 | -3% | 47% | . | 0.1µM* | -5 | 0%
O=C1N[C@@H](Cc2ccccc2)C(=O)N2[C@H]1C[C@]1(Br)c3ccccc3N(S(=O)(=O)c3ccccc3)[C@H]21 | . | 1% | -10% | ? | -40% | . | .
O=C(NC1CC1)c1ccc2c3c(cccc13)CC2 | 4 | -7% | -13% | 16% | -93% | 13 | -1%
Cc1cc(C(=O)c2ccc(Cl)cc2)c(NC(=O)CCl)s1 | -3 | 4% | -22% | 5% | -18% | -6 | 1%
O=C(/C=C/c1c(F)cccc1Cl)Nc1cccnc1 | 39* | 7% | -37% | 6% | ? | . | -7%
C=CCN=c1scc(-c2ccc(F)cc2)n1/N=C/c1ccccn1 | 19* | 1% | 42% | ? | ? | 90* | 6%
Cc1ccc(Cc2nnc(SCC(=O)Nc3c(C)cccc3C)[nH]c2=O)cc1 | . | -6% | -12% | -12% | 41%[activator] | . | .
CCCCn1c(N)c(N(CC(C)C)C(=O)C(C)SCc2nc3sc(C)c(C)c3c(=O)[nH]2)c(=O)[nH]c1=O (stereo not given) | . | -4% | 23% | 12µM* | 7% | . | .
CCOC(=O)N1CCN(Cc2cn[nH]c2-c2ccc(-c3ccccc3)cc2)CC1 | 16 | 5% | 171%[activator] | ? | -6% | 15 | 13%
CCOC(=O)C1=C(O)C(=O)N(CCCn2ccnc2)C1c1ccc(OC)cc1 (stereo not given) | 1 | . | -1% | 5% | 2% | 6 | 2%
Nc1nc(-c2ccccc2)nn1S(=O)(=O)c1ccccc1 | 8 | 2% | -17% | -1% | -14% | 8 | 0%
CC1(c2nnc(Cc3ccccc3)o2)CC(c2ccccc2Br)=NO1 (stereo not given) | . | 4% | -1% | 12% | 33%[activator] | . | .
COc1ccc(OC)c(NC(=O)CSc2nnc(N)s2)c1 | 10 | 5% | -21% | 23% | 315%[activator] | 13 | -1%
CN(C)CCCCOc1ccccc1F | -4 | 21% | -3%[2.29 µM] | -35%[5.75 µM] | -15% | -15 | 1%

# Ordered by formula weight (rising): some entries from above.
molecule | Cycloheximide cs | Tb PYK inh | AmpC no deterg | Pf growth 48h | Pf growth 96h | Shiga toxin inh | LmPK inhibitor
CN(C)CCCCOc1ccccc1F | -4 | 21% | -3%[2.29 µM] | -35%[5.75 µM] | -15% | -15 | 1%
Nc1nc(-c2ccccc2)nn1S(=O)(=O)c1ccccc1 | 8 | 2% | -17% | -1% | -14% | 8 | 0%
COc1ccc(-c2noc(CN(Cc3nccn3C)C(C)C)n2)cc1 | 9 | -2% | 43% | -12% | ? | 28 | 1%
CCCCNC(=O)CS(=O)Cc1nc(-c2cccc(C)c2)oc1C (stereo not given) | -2 | -3% | 47% | . | 0.1µM* | -5 | 0%
CCOC(=O)N1CCN(Cc2cn[nH]c2-c2ccc(-c3ccccc3)cc2)CC1 | 16 | 5% | 171%[activator] | ? | -6% | 15 | 13%
Cc1ccc(Cc2nnc(SCC(=O)Nc3c(C)cccc3C)[nH]c2=O)cc1 | . | -6% | -12% | -12% | 41%[activator] | . | .
Cc1ccc(S(=O)(=O)Nc2cccc(C(=O)NCCCN3CCOCC3)c2)cc1F | . | 2% | -15% | -5% | -10% | . | .

# Assay outcomes: PubChem BioAssay, National Center for Advancing Translational Sciences (NCATS)
